KCNQ1 pot = potentiators or activators of human KCNQ1 potassium channel | P51787 | CHO-K1 KCNQ1, thallium flux FluxOR fluorescence; hits give high values | B-score at 10 µM | 0.35% of 310,000 active | AID 2648;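 active = fluorescence ratio B-score, a plate-corrected score, at least three library SD, with initial intensity B-score within 5 SD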
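Assay system: stable KCNQ1 CHO-K1 line; medium: assay buffer, equal DMSO in all wells; timing: 90 min dye loading and 20 min compound exposure, both at room temperature; technique: kinetic FluxOR thallium fluorescence, 10-s 1-Hz baseline, 110-s post-stimulus read; read-out basis: B score of baseline-normalized fluorescence ratio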
KCNK3 block = human KCNK3 channel inhibition, primary screen; CHO-KCNK3 thallium flux, FluxOR fluorescence; hits give low values; O14649; B-score at 10 µM; 0.84% of 340,000 active;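 active = B-score under library mean minus 4 SD, starting fluorescence ratio at most library mean plus 5 SD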;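 note: more negative B-score means stronger inhibition of thallium flux through KCNK3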
RGS4 pot = RGS4 potentiation or activation; HEK293 M3R/inducible RGS4, carbachol calcium flux Fluo4; hits give low values; B-score at 10 µM; 0.92% of 310,000 active;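 active = B-score of the integrated calcium signal more than 4 SD below the library mean, with starting fluorescence not abnormally high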;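 note: negative B-score means reduced calcium response which marks RGS4 activation or potentiation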
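Detection: kinetic calcium fluorescence imaging with Fluo4-AM dye, 2 µM / Material: HEK293 cells with stable M3R and inducible RGS4 / Schedule: recording 10 s baseline at 1 Hz, 100 s post-agonist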
Dyrk1A ADPGlo = blocks rat Dyrk1A kinase activity; Q63470; ADP-Glo luminescence, NFATc1 peptide; inhibition, % at 12.5 µM; 0.43% of 310,000 active; AID 504441; in the data active = inhibition above about 50%;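 note: plate controls were vehicle with enzyme for no effect and no enzyme for full effect; many of its hits are not listed in these tables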
HDAC3 inh = human HDAC3 inhibition. O15379. recombinant HDAC3, fluorogenic peptide/trypsin coupled, fluorescence. inhibition, % at 8.3 µM. 0.15% of 320,000 active; in the data active = inhibition above about 26%, passing the limit was not always enough; inconclusive = no clear call, values can overlap the other calls
KCNK9 inh = human KCNK9 channel inhibition; Q9NPC2; HEK293 KCNK9, FluxOR thallium flux fluorescence; hits give low values; B-score at 10 µM; 1.2% of 310,000 active;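 active = ratio B-score over 3 SD below the library mean, with starting fluorescence within 5 SD of its mean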;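 note: negative B-score means less thallium flux so channel inhibition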
Target sequence (Q9NPC2 whole entry, looked up): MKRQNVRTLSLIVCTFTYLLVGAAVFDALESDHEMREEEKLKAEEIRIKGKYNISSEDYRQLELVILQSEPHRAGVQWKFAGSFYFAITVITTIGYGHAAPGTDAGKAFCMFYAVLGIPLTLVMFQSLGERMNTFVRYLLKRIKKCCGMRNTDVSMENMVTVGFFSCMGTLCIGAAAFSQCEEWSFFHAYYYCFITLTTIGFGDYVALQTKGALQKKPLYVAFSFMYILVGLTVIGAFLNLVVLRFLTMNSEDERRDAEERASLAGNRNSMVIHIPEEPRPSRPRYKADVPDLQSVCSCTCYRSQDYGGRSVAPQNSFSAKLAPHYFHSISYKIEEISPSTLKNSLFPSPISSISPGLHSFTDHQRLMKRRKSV
KCNQ1 inh = blocks the human KCNQ1 potassium channel; B-score at 10 µM; CHO-K1 KCNQ1, FluxOR thallium flux fluorescence; hits give high values; 1.3% of 310,000 active; AID 2642;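 active = compounds whose thallium flux B-score, printed positive for inhibition, exceeds three library SD while starting fluorescence stays within three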;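 note: channel opened by potassium depolarization with thallium stimulus after 20 min compound exposure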
GSK3 alpha inh = human GSK-3 alpha kinase inhibition; P49840; ADP-Glo luminescence, 60 min; inhibition, % at 10 µM; 0.1% of 320,000 active;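 in the data active = inhibition above about 50%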;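 note: GST-tagged GSK-3 alpha with peptide substrate and 25 µM ATP; 0% = DMSO neutral wells and 100% = GW8510 positive control wells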
PolyA inhibitor = blocks polyadenylation in yeast reporter cells | AID 1875 | calls only at 12 µM | 0.02% of 300,000 active | S. cerevisiae SKY197-pL101 polyadenylation reporter, beta-gal luminescence; efflux-impaired pdr1/pdr3 knockout yeast; score 100 = 6 SD above DMSO;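 active = lowest replicate activity score at least 50, where 100 means six control SD above control mean; inconclusive = lowest score under 50 but half or more replicates reach 50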;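 note: yeast exposed to compound for 9 h at 30 °C; higher score means more reporter readthrough which indicates perturbed polyadenylation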
GSK3beta inhib = inhibitors of human GSK3beta kinase; AID 2097; 0.038% of 300,000 active; GST-GSK3beta kinase, ADP-Glo luminescence, 60 min; hits give low values; activity score (negative = inhibition), % at 10 µM;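 active = more than half of replicate wells score below -50%, meaning over 50% inhibition versus plate controls; inconclusive = some replicates but at most half score below -50%; inactive = no replicate scores below -50%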;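 note: 0% = median DMSO wells and -100% = median GW8510 positive control wells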
Target sequence (P49841 whole entry, looked up): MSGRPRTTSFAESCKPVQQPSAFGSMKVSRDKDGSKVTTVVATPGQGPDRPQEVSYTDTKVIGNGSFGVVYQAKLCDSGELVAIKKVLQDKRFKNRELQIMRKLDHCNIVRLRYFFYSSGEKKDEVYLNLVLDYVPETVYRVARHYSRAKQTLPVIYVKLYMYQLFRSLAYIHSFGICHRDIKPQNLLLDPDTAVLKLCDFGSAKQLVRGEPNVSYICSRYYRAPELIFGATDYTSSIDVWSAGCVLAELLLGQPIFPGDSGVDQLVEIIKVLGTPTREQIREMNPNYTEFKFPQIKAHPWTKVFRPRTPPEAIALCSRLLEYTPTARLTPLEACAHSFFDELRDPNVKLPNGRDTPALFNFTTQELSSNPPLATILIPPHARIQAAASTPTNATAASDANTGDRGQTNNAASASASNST
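Assay system: GST-fused GSK3beta enzyme, cell-free / Medium: Tris pH 7.5 buffer with MgCl2, DTT, BSA, heparin / Also added: peptide substrate plus 25 µM ATP (final) / Compound: 10 µM single point / Timing: kinase reaction with compound 60 min at room temperature / Detection: ADP-Glo luminescence / Benchmarks: DMSO neutral wells and GW8510 at 20 µM as positive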
hERG protect = hERG (human) protection from proarrhythmic block. CHO-hERG, FluxOR thallium flux, dofetilide IC70 present. 0.51% of 310,000 active. activation (rescue from dofetilide block), less the hit threshold, % at 10 µM;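 active = activation above the mean of controls blocked by dofetilide plus 5 SD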;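 note: thallium influx through hERG after potassium depolarization seen as dye fluorescence rise; in these data hits start at about 4.7%; inactives centre near -7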
Numbers without * were called inactive; & = joins results of further samples.

Results for Cc1ccc(/C=c2\sc3n(c2=O)CN(c2ccc(Br)cc2)CN=3)o1 ?
KCNQ1 pot: inactive; KCNK3 block: inactive; RGS4 pot: inactive; Dyrk1A ADPGlo: 62*; HDAC3 inh: 7; KCNK9 inh: inactive; KCNQ1 inh: inactive; GSK3 alpha inh: 1; PolyA inhibitor: inactive; GSK3beta inhib: -7; hERG protect: -3

How did O=C(c1cccs1)n1nc(-c2ccccc2)nc1NCc1ccc(F)cc1 do in these assays?
KCNQ1 pot: inactive; KCNK3 block: inactive; RGS4 pot: inactive; Dyrk1A ADPGlo: -1; HDAC3 inh: 0; KCNK9 inh: inactive; KCNQ1 inh: inactive; GSK3 alpha inh: -3; PolyA inhibitor: inactive; hERG protect: -9

How did CCNC(=S)N1C2CCC1CC(NC(=O)NC1CCCCC1)C2 (configuration not stated) do in these assays?
KCNQ1 pot: inactive; KCNK3 block: inactive; RGS4 pot: inactive; HDAC3 inh: 7; KCNK9 inh: inactive; KCNQ1 inh: inactive; GSK3 alpha inh: -1; PolyA inhibitor: inactive; GSK3beta inhib: 0; hERG protect: -3

Results for Cc1[nH]n(-c2ccccc2)c(=O)c1N=Nc1ccccc1C(=O)N1CCCCC1 ?
KCNQ1 pot: inactive; KCNK3 block: inactive; RGS4 pot: inactive; Dyrk1A ADPGlo: 3; HDAC3 inh: -1; KCNK9 inh: inactive; KCNQ1 inh: inactive; GSK3 alpha inh: -6; PolyA inhibitor: inactive; GSK3beta inhib: 3; hERG protect: -15

How did C[C@]12CCC(=O)C=C1CC[C@@H]1[C@@H]2[C@@H](O)C[C@@]2(C)[C@H]1CC[C@]2(O)C(=O)COC(=O)CCC(=O)O do in these assays?
KCNQ1 pot: inactive; KCNK3 block: inactive; RGS4 pot: inactive; Dyrk1A ADPGlo: 1&-5; HDAC3 inh: -9&13; KCNK9 inh: inactive; KCNQ1 inh: inactive; GSK3 alpha inh: 3&-3; PolyA inhibitor: inactive; GSK3beta inhib: -1&1; hERG protect: -6&-3

Results for c1ccc(OCCSc2nnnn2C2CCCCC2)cc1 ?
KCNQ1 pot: inactive; KCNK3 block: inactive; RGS4 pot: inactive; Dyrk1A ADPGlo: 1; HDAC3 inh: -2; KCNK9 inh: inactive; KCNQ1 inh: inactive; GSK3 alpha inh: 2; PolyA inhibitor: inactive; GSK3beta inhib: 4; hERG protect: -6

How did CC(O)[C@H]1CC[C@H]2[C@@H]3CC[C@H]4C[C@@H](O)CC[C@]4(C)[C@H]3C(=O)C[C@]12C (some centres not stated) do in these assays?
KCNQ1 pot: inactive; KCNK3 block: inactive; RGS4 pot: inactive; Dyrk1A ADPGlo: -2; HDAC3 inh: 10; KCNK9 inh: inactive; KCNQ1 inh: inactive; GSK3 alpha inh: -2; PolyA inhibitor: inactive; GSK3beta inhib: 3; hERG protect: -2

Results for Clc1cnc(N/N=C/c2cccs2)c(Cl)c1 ?
KCNQ1 pot: inactive; KCNK3 block: inactive; RGS4 pot: inactive; Dyrk1A ADPGlo: 4; HDAC3 inh: 5; KCNK9 inh: inactive; KCNQ1 inh: 6*; GSK3 alpha inh: 0; PolyA inhibitor: inactive; GSK3beta inhib: 4; hERG protect: -13

Results for O=C(NCC(=O)N1CCCC(C(F)(F)F)C1)c1ccccc1Br (configuration not stated) ?
KCNQ1 pot: inactive; KCNK3 block: inactive; RGS4 pot: inactive; Dyrk1A ADPGlo: 15; KCNK9 inh: inactive; KCNQ1 inh: inactive; PolyA inhibitor: inactive; GSK3beta inhib: 1; hERG protect: -4

How did CCOC(=O)c1ccc2nc(C)c(C)nc2c1 do in these assays?
KCNQ1 pot: inactive; KCNK3 block: inactive; RGS4 pot: inactive; Dyrk1A ADPGlo: -6; HDAC3 inh: 1; KCNK9 inh: inactive; KCNQ1 inh: inactive; GSK3 alpha inh: -11; PolyA inhibitor: inactive; GSK3beta inhib: -14; hERG protect: -2

Results for O=C1c2cccc(Sc3ccccc3)c2C(=O)c2c(Sc3ccccc3)cccc21 ?
KCNQ1 pot: inactive; KCNK3 block: inactive; RGS4 pot: inactive; Dyrk1A ADPGlo: 1; HDAC3 inh: inconclusive; KCNK9 inh: inactive; KCNQ1 inh: inactive; GSK3 alpha inh: 0; PolyA inhibitor: inactive; GSK3beta inhib: 2; hERG protect: -5

How did CC(=O)Nc1ccc(S(=O)(=O)NNC(=O)COc2cc(C)ccc2C(C)C)cc1 do in these assays?
KCNQ1 pot: inactive; KCNK3 block: inactive; RGS4 pot: inactive; Dyrk1A ADPGlo: -5; HDAC3 inh: 2; KCNK9 inh: inactive; KCNQ1 inh: inactive; GSK3 alpha inh: 11; PolyA inhibitor: inactive; GSK3beta inhib: -1; hERG protect: -12

Results for CC(C)(C)C(=O)O/N=C(\N)c1ccc(Br)cc1 ?
KCNQ1 pot: inactive; KCNK3 block: inactive; RGS4 pot: inactive; Dyrk1A ADPGlo: 6; HDAC3 inh: -2; KCNK9 inh: inactive; KCNQ1 inh: inactive; GSK3 alpha inh: -2; PolyA inhibitor: inactive; GSK3beta inhib: -2; hERG protect: -8

What do the screens show for `CCC(CC)NC(=O)CSc1nnc(-c2ccc(OC)cc2)n1C(C)C`?
KCNQ1 pot: inactive; KCNK3 block: inactive; RGS4 pot: inactive; Dyrk1A ADPGlo: -4; HDAC3 inh: 1; KCNK9 inh: inactive; KCNQ1 inh: inactive; GSK3 alpha inh: 0; PolyA inhibitor: inactive; GSK3beta inhib: 1; hERG protect: -3

What do the screens show for `Cc1noc(C)c1CSc1ncnc2sc3c(c12)CCC(C)C3` (configuration not stated)?
KCNQ1 pot: inactive; RGS4 pot: inactive; HDAC3 inh: 5; KCNK9 inh: inactive; KCNQ1 inh: inactive; GSK3 alpha inh: -3; PolyA inhibitor: inactive; GSK3beta inhib: -4; hERG protect: -7

The list goes on; it opens with the 4 that closed the last part.
How did CC(=O)Nc1ccc(S(=O)(=O)NNC(=O)COc2cc(C)ccc2C(C)C)cc1 do in these assays?
KCNQ1 pot: inactive; KCNK3 block: inactive; RGS4 pot: inactive; Dyrk1A ADPGlo: -5; HDAC3 inh: 2; KCNK9 inh: inactive; KCNQ1 inh: inactive; GSK3 alpha inh: 11; PolyA inhibitor: inactive; GSK3beta inhib: -1; hERG protect: -12

Results for CC(C)(C)C(=O)O/N=C(\N)c1ccc(Br)cc1 ?
KCNQ1 pot: inactive; KCNK3 block: inactive; RGS4 pot: inactive; Dyrk1A ADPGlo: 6; HDAC3 inh: -2; KCNK9 inh: inactive; KCNQ1 inh: inactive; GSK3 alpha inh: -2; PolyA inhibitor: inactive; GSK3beta inhib: -2; hERG protect: -8

What do the screens show for `CCC(CC)NC(=O)CSc1nnc(-c2ccc(OC)cc2)n1C(C)C`?
KCNQ1 pot: inactive; KCNK3 block: inactive; RGS4 pot: inactive; Dyrk1A ADPGlo: -4; HDAC3 inh: 1; KCNK9 inh: inactive; KCNQ1 inh: inactive; GSK3 alpha inh: 0; PolyA inhibitor: inactive; GSK3beta inhib: 1; hERG protect: -3

What do the screens show for `Cc1noc(C)c1CSc1ncnc2sc3c(c12)CCC(C)C3` (configuration not stated)?
KCNQ1 pot: inactive; RGS4 pot: inactive; HDAC3 inh: 5; KCNK9 inh: inactive; KCNQ1 inh: inactive; GSK3 alpha inh: -3; PolyA inhibitor: inactive; GSK3beta inhib: -4; hERG protect: -7

What do the screens show for `O=C(O)C(Cc1ccccc1)NS(=O)(=O)c1ccc2c(c1)OCCO2` (configuration not stated)?
KCNQ1 pot: inactive; KCNK3 block: inactive; RGS4 pot: inactive; Dyrk1A ADPGlo: -2; HDAC3 inh: inconclusive; KCNK9 inh: inactive; KCNQ1 inh: inactive; GSK3 alpha inh: -4; PolyA inhibitor: inactive; GSK3beta inhib: 0; hERG protect: -4

Results for O=c1[nH]cc(O)c(=O)[nH]1 ?
KCNQ1 pot: inactive; KCNK3 block: inactive; RGS4 pot: inactive; Dyrk1A ADPGlo: 7; HDAC3 inh: 0; KCNK9 inh: inactive; KCNQ1 inh: inactive; GSK3 alpha inh: 1; PolyA inhibitor: inactive; GSK3beta inhib: 1; hERG protect: -3

How did O=C1CC(c2ccc(O)cc2)Oc2cc(O)ccc21 (configuration not stated) do in these assays?
KCNQ1 pot: inactive; KCNK3 block: inactive; RGS4 pot: inactive; Dyrk1A ADPGlo: 41; HDAC3 inh: 6; KCNK9 inh: inactive; KCNQ1 inh: inactive; GSK3 alpha inh: 14; PolyA inhibitor: inactive; GSK3beta inhib: -6; hERG protect: -11

Results for CC(=O)Nc1ccc(C(=O)NNC(=O)c2cc([N+](=O)[O-])cc([N+](=O)[O-])c2)cc1 ?
KCNQ1 pot: inactive; KCNK3 block: inactive; RGS4 pot: inactive; Dyrk1A ADPGlo: -58; HDAC3 inh: 0; KCNK9 inh: inactive; KCNQ1 inh: inactive; GSK3 alpha inh: -2; PolyA inhibitor: inactive; GSK3beta inhib: -2; hERG protect: -18

Results for COc1ccc(/C=C/C(=O)c2cc(Cl)ccc2O)c(OC)c1 ?
KCNQ1 pot: inactive; KCNK3 block: inactive; RGS4 pot: inactive; Dyrk1A ADPGlo: 2; HDAC3 inh: -3; KCNK9 inh: inactive; KCNQ1 inh: inactive; GSK3 alpha inh: -2; PolyA inhibitor: inactive; GSK3beta inhib: 1; hERG protect: -17

Results for O=S(=O)(Nc1ccccc1N1CCOCC1)c1ccc(F)c(Cl)c1 ?
KCNQ1 pot: inactive; KCNK3 block: inactive; RGS4 pot: inactive; Dyrk1A ADPGlo: 1; HDAC3 inh: -4; KCNK9 inh: inactive; KCNQ1 inh: inactive; GSK3 alpha inh: 0; PolyA inhibitor: inactive; GSK3beta inhib: -1; hERG protect: -3

Not all compounds are listed. The share of hits here may be higher or lower than overall.
